FAS TE block: FAS thioesterase domain inhibitors, primary screen, biochemical, fluorescence intensity, uHTS; Fatty acid synthase (Homo sapiens), P49327; 0.67% of 360,000 active; inhibition, % at 15 µM; recombinant FAS-TE, OMFH fluorogenic substrate, fluorescence endpoint;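 active means compounds whose normalised, plate-corrected inhibition of enzyme fluorescence in the single-dose primary screen is 50% or more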;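 further: 0% = DMSO with enzyme and 100% = substrate without enzyme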
Neddyl block: inhibitors of cullin neddylation, primary screen, biochemical, TR-FRET, uHTS, NAE and Ubc12 | calls only at 25 µM | 0.58% of 360,000 active | AID 651699, 2012; in the data active means inhibition above about 36%
MT1-MMP act inh: blockers of MT1-MMP proenzyme processing, primary screen, HT1080 RFP-PRO-GFP cells, GFP/RFP fluorescence; GFP/RFP ratio fluorescence, overnight; percent of plate control window, DMSO zero; GFP/RFP ratio change, % at 20 µM; 0.061% of 360,000 active; AID 651647, 2012;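 active means GFP/RFP ratio change of at least 30% with cell ATP level not reduced by more than half and red fluorescence within 50% of control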; further: strong numbers were not always called active
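Assay system: RFP-PRO-GFP reporter HT1080 cells; read-out basis: GFP/RFP fluorescence ratio; benchmarks: DMSO wells and RFP-L50D-GFP cells; doses: 20 µM single dose, 1% DMSO; schedule: overnight cell settling, then overnight compound exposure, 37 °C, 5% CO2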
MLLE-PAM2 inh: inhibitors of PABP1 MLLE–PAM2 peptide binding, primary screen, biochemical, fluorescence polarization, FITC-PAM2, GST-MLLE | Polyadenylate-binding protein 1 (Homo sapiens), P11940 | inhibition, % at 20 µM | 0.36% of 360,000 active | AID 588489, 2011; in the data active means inhibition above about 35%, passing the limit was not always enough;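 further: plate controls were DMSO wells with GST-MLLE for no effect and wells lacking GST-MLLE protein for full effect; some results filed as inactive read as strong as hits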
Target sequence (P11940 whole entry, looked up): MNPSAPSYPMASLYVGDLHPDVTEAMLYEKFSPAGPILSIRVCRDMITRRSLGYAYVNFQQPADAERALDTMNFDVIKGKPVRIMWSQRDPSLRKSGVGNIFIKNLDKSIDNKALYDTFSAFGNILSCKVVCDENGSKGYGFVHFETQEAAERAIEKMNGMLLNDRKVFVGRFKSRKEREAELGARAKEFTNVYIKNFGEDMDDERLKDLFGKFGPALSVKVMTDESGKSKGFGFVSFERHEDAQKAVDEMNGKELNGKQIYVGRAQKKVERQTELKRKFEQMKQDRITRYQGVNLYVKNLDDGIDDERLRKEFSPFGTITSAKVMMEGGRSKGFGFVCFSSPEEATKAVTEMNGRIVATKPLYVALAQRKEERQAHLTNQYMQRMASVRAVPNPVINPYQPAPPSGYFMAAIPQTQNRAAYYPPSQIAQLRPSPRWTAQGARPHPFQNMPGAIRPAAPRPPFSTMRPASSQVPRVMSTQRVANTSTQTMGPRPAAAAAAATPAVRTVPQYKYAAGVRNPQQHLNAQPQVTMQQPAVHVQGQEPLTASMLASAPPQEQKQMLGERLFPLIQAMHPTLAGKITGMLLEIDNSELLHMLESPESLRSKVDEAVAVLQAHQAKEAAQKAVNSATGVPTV
SKN-1 inh: suppressors of acrylamide-induced Pgst-4::GFP reporter in worms, primary screen, SKN-1 inhibitor project, whole organism, uHTS, GFP/RFP fluorescence ratio, strain VP596. inhibition, % at 21.8 µM. 0.49% of 360,000 active. C. elegans VP596 Pgst-4::GFP/RFP ratio, 24 h;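 active means interference check ratio from 0.5 to 1.5 plus GFP to RFP signal ratio inhibition reaching or exceeding a fixed threshold, cut at about 30% in these data, passing the limit was not always enough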; further: some compounds called inactive have numbers as strong as hits
CSN inh: inhibitors of CSN-mediated cullin deneddylation, primary screen, biochemical, fluorescence polarization, uHTS; AID 651999, 2013; Purified CSN, SCF-Nedd8-OG deneddylation; COP9 signalosome complex subunit 5 (Homo sapiens), Q92905; 0.38% of 360,000 active; inhibition, % at 12.5 µM;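 active means pattern-corrected inhibition above about 35%, with an unprinted fluorescence ratio check between 0.5 and 1.5, limit read from the data, passing the limit was not always enough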;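 further: 0% = enzyme with substrate and 100% = substrate without enzyme; some results filed as inactive read as strong as hits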
Target sequence (Q92905 whole entry, looked up, one chain of several): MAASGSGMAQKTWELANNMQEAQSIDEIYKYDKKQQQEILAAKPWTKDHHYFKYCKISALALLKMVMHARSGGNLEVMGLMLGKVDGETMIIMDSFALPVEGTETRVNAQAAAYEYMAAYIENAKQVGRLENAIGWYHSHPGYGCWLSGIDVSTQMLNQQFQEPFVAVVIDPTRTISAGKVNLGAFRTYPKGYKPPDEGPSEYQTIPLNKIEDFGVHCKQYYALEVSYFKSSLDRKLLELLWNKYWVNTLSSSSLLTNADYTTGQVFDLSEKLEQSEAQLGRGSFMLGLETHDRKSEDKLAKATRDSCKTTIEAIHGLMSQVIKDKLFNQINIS
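assay system = purified human Csn5 enzyme expressed in HEK293T cells | amount = 0.24 nM enzyme | buffer or medium = Tris/NaCl/DTT buffer, pH 7.5 | reagent = 10 nM SCFSkp2-Nedd8OG | compound = one concentration, 12.5 µM, 0.25% DMSO | times = 90 min reaction at room temperature | signal = FP | read-out basis = % inhibition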
Rin1 Abl inh: inhibitors of Rin1-Abl protein binding, primary screen, biochemical, TR-FRET | Tyrosine-protein kinase ABL1 (Homo sapiens) + Ras and Rab interactor 1 (Homo sapiens), … | inhibition, % at 7.35 µM | 0.4% of 360,000 active | AID 588664, 2011; in the data active means inhibition above about 5%, passing the limit was not always enough
Rpn11 block: Rpn11 (PSMD14) deubiquitinase inhibitors, primary screen, biochemical, fluorescence polarization, uHTS; 26S proteasome non-ATPase regulatory subunit 14 (Homo sapiens), O00487; human 26S proteasome, Ub4-pepOG fluorescence polarization; 20S core pre-blocked with epoxomicin; calls only at 20 µM; 0.59% of 360,000 active; AID 588493, 2011;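 active means inhibition at 20 µM, scaled to each plate's controls, above about 33%, limit read from the data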
NadD block: inhibitors of S. aureus NadD, primary screen, biochemical, colorimetric, uHTS. purified NadD enzyme, colorimetric absorbance read-out. inhibition, % at 20 µM. 0.78% of 360,000 active. Nicotinate-nucleotide adenylyltransferase NadD (Staphylococcus aureus N315). AID 602399, 2012; in the data active means inhibition above about 26%; further: some compounds past the cut are filed as inactive
* marks the source's active call; other numbers are inactive results; i = inactive; nt = no result given.

SMILES	FAS TE block	Neddyl block	MT1-MMP act inh	MLLE-PAM2 inh	SKN-1 inh	CSN inh	Rin1 Abl inh	Rpn11 block	NadD block
CCn1cc(SCC(N)=O)c2ccccc21	-4	i	2	6	-3	-2	-3	i	0
O=S(=O)(c1ccccc1)N1N=C(c2cccs2)CC1c1ccc(Br)cc1 (stereo not given)	31	i	-7	14	28	2	-4	i	9
Cc1ccc(S(=O)(=O)c2c(C)nn(C(C)(C)C)c2OC(=O)C2CCCC2)cc1	19	i	-4	10	17	-6	-2	i	5
OCCOCCn1c(CCNc2nc(-c3ccc(F)cc3)cs2)nc2cc(C(F)(F)F)ccc21	15	i	3	-55	6	-3	1	i	-6
Cc1ccc2nc(SCC(=O)NC(=O)NCc3ccco3)[nH]c2c1	-5	i	-6	-12	6	5	-4	i	0
Oc1ccc(-c2cn3ccccc3n2)cc1	-4	nt	-3	-5	-7	0	-4	i	0
CNC(=O)C(=O)Nc1cc2c3c(c1)CCN3C(=O)CC2	-4	i	-3	10	7	-1	-1	i	2
CCc1ccccc1NC(=O)C1CCCN(c2nccc(C)n2)C1 (stereo not given)	6	i	4	-8	14	6	0	i	5
O=C(NC12CC3CC(CC(C3)C1)C2)c1ccc([N+](=O)[O-])o1	6	i	15	-4	10	-1	0	i	-3
CC(C)C(NC(=O)c1ccc(C(C)(C)C)cc1)C(=O)N1CCCC1 (stereo not given)	-4	i	0	9	0	1	2	i	-5
Cc1ccc(SCC(=O)OC(C)C(=O)NCc2ccccc2)cc1C (stereo not given)	-1	i	-1	10	10	-6	4	i	-4
O=C(NCc1cccs1)c1nn2cccnc2c1Cl	-2	i	4	0	-1	0	-2	i	-2
CC(=O)Nc1nc2n(n1)C(c1ccc(Cl)cc1)C=C(C)N2 (stereo not given)	-7	nt	1	3	-6	-5	-1	i	3
CCCc1nn(C)c2c(=O)[nH]c(-c3ccccc3OCC)nc12	-10	i	2	6	10	1	2	i	-3
CC(=O)c1cccc(NC(=O)NC(C)c2ccc3c(c2)OCO3)c1 (stereo not given)	9	i	-3	-7	14	0	-2	i	-1
COc1ccccc1N1CCN(C(=O)CCc2ccc(S(=O)(=O)NC(C)C)cc2)CC1	0	i	6	1	-17	2	5	i	2
O=C(COC(=O)COc1ccccc1)NC1CCS(=O)(=O)C1 (stereo not given)	-5	i	-2	-3	18	-5	-1	i	1
CC1(C)O[C@@H]2[C@H](O1)[C@@H](COS(=O)(=O)O)O[C@H]2n1cnc2c(=O)[nH]cnc21	-12	i	0	8	11	-4	1	i	0
Cc1nn(-c2ccccc2)c2nc(Cl)c(C(=O)O)cc12	-7	nt	-2	7	2	1	1	i	4
O=C(COc1ccc(C(=O)NCC2CCCO2)cc1)Nc1cccc(C(F)(F)F)c1 (stereo not given)	0	i	-2	3	18	-2	-1	i	1
N#Cc1c(N)n(-c2ccc(N)cc2)c2nc3ccccc3nc12	0	i	4	11	-2	-1	-4	i	4
O=C(NCc1ccco1)c1ccc(COc2cc(Cl)ccc2Cl)cc1	22	i	3	1	-3	-15	3	i	-1
CCn1c(C)nc2cc(C(=O)NNS(=O)(=O)c3ccc(C)cc3C)ccc21	-8	i	4	7	19	3	2	i	-10
CCCN(Cc1cc2cc(C)ccc2[nH]c1=O)C(=O)c1cccc(OC)c1	-3	i	-1	9	-13	6	0	i	2
COc1cccc(C(=O)Nc2c(F)c(F)c(F)c(F)c2F)c1	-3	i	1	9	-25	2	-5	i	0
COc1ccc(C(=O)NCC2OCCc3ccccc32)cc1 (stereo not given)	-2	i	4	12	11	1	1	i	5
[O-][n+]1onc2c3cc(-c4ccccc4)nnc3ccc21	40	i	3	2	5	3	-5	i	3
O=C(CSc1nc(-c2ccccc2)cc(=O)[nH]1)Nc1ccc(F)c(F)c1	4	i	4	-6	8	6	1	i	1
CCOc1cc(CNc2ccc(CNc3ncn[nH]3)cc2)ccc1OCc1ccccc1	-19	i	-4	2	8	-18	-6	i	5
COc1ccccc1N(C)S(=O)(=O)c1ccc(C(=O)OCC(=O)N(C(C)C)C(C)C)cc1	12	i	-5	4	-4	-5	2	i	-2
CCOc1ccccc1CNC(=O)Cn1ccc2cc(S(=O)(=O)N3CCC(C)CC3)ccc21	16	i	-8	12	9	1	0	i	-5
CNC(C)C#Cc1ccc2oc3cccc(OC)c3c(=O)c2c1 (stereo not given)	-11	nt	6	-14	-1	-3	0	i	11
COC(=O)C1SCCN1S(=O)(=O)c1ccc(Cl)cc1 (stereo not given)	3	i	-2	7	3	2	-5	i	-3
CC(C)Cn1c(N)c(C(=O)NCC2CCCO2)c2nc3ccccc3nc21 (stereo not given)	9	nt	-5	-25	-15	43*	-2	i	1
CCOC(=O)Nc1ccc2c(c1)N(C(=O)CN1CCN(C)CC1)c1ccccc1S2	-6	i	-7	12	9	5	-1	i	-5
CCc1nc(SCC(=O)Nc2nnc(CC)s2)c2c(=O)n(C)c(=O)n(C)c2n1	-1	i	-8	5	-6	2	7	i	5
COc1ccc(-c2cc(C(=O)N3CCCC3)no2)cc1	-3	i	-5	7	3	7	2	i	-16
CCN(CC)CCNC(=O)CCc1c(C)nc2c(c(C)nn2-c2ccc(C)cc2)c1C	-3	nt	-8	11	22	-2	-4	i	-10
CC1(C)CC(NC(=O)C2CCN(S(=O)(=O)c3cccc(C(F)(F)F)c3)CC2)CC(C)(C)N1	-1	i	-1	-18	0	-1	0	i	-9
CCOc1cc(NC(=S)NCC2CCCO2)c(OCC)cc1NC(=O)c1ccccc1F (stereo not given)	13	i	3	-21	8	-4	-8	i	-2
CC1CN(S(=O)(=O)c2cn(C)c(=O)n(C)c2=O)CC(C)O1 (stereo not given)	-6	i	-4	8	-20	-4	3	i	-1
Cc1cc(C)n(S(=O)(=O)c2cccc(Cl)c2Cl)n1	4	i	2	0	-8	-2	1	i	-2
Cn1cccc1Cc1nnc(SCC(=O)N2CCc3ccccc32)n1CCc1ccccc1	4	i	-4	-19	-2	4	4	i	5
Cc1cc(SC2CCOC2=O)nc2ccccc12 (stereo not given)	-6	i	0	20	-3	8	-1	i	-6
c1ccc(C2=NCCCO2)cc1	-6	i	3	5	0	7	1	i	-1
Cc1cccc(NC(=O)C2CC(=O)N(c3ccc4c(c3)OCCO4)C2)n1 (stereo not given)	-8	i	2	6	17	-2	-1	i	2
Cc1ccc(-c2cc(C(=O)OC3CCOC3=O)c3ccccc3n2)c(C)c1 (stereo not given)	23	i	5	2	-6	-3	-3	i	-8
CC(C)N1C(=O)CCC1C(=O)N1CCC(Cc2ccccc2)CC1 (stereo not given)	-6	i	-1	10	1	6	-1	i	-3
COc1ccc(-c2nn(-c3ccccc3)cc2/C=C(\C#N)S(=O)(=O)c2ccccc2)cc1OC	28	nt	1	-10	-2	-3	3	i	-5
CC(c1ccco1)N(C(=O)c1ccc(S(=O)(=O)N2CCCCC2)cc1)c1ccccn1 (stereo not given)	-4	i	0	1	-10	-1	-3	i	6
O=C(CN1CCCCCC1)N/N=C/c1ccc(Cl)c(Cl)c1	-10	i	1	11	4	-2	-3	i	2
O=S(=O)(Nc1ccc2c3c(cccc13)CC2)c1ccccc1	12	i	-3	-4	-8	-3	-1	i	-7
COc1c(N)c2ccccc2[nH]c1=O	-11	i	4	27	-8	-2	-3	i	-3
COc1cccc(C(=O)c2cc3cc(Cl)ccc3[nH]2)c1	8	i	-5	-2	10	2	-4	i	-6
Cc1ccc(C)n1Cc1ccc(C(=O)O)cc1	-6	i	-1	16	11	24	15*	i	3
O=C(NCc1ccc(F)cc1)c1cc(C2CCCCN2C(=O)c2cccs2)on1 (stereo not given)	7	i	2	-3	9	5	-3	i	-8
Cc1ccc(N(C(=O)c2ccccc2Cl)C2=NC(C)CS2)c(C)c1 (stereo not given)	23	i	-13	8	21	-3	-3	i	3
O=C(Nc1scc(-c2ccccc2)c1C(=O)O)c1ccc(F)cc1	-3	i	3	3	14	0	-1	i	-2
COc1ccc(C(C)=O)cc1CN1C(=O)NC2(CCCCC2)C1=O	-4	i	0	-13	1	3	-2	i	-6
CC(C)Nc1ccc(C(CC(N)=O)NC(=O)Cc2cccc3ccccc23)cc1[N+](=O)[O-] (stereo not given)	0	i	11	-119	3	18	1	nt	3

Pulled by structure from the entries so far (2):
SMILES	FAS TE block	Neddyl block	MT1-MMP act inh	MLLE-PAM2 inh	SKN-1 inh	CSN inh	Rin1 Abl inh	Rpn11 block	NadD block
Cc1ccc(-c2cc(C(=O)OC3CCOC3=O)c3ccccc3n2)c(C)c1 (stereo not given)	23	i	5	2	-6	-3	-3	i	-8
Cn1cccc1Cc1nnc(SCC(=O)N2CCc3ccccc32)n1CCc1ccccc1	4	i	-4	-19	-2	4	4	i	5

Other results.
SMILES	FAS TE block	Neddyl block	MT1-MMP act inh	MLLE-PAM2 inh	SKN-1 inh	CSN inh	Rin1 Abl inh	Rpn11 block	NadD block
COc1cc(OC)cc(C(=O)N(CCCN2C(=O)c3cccc4cccc(c34)C2=O)c2cccc(OC)c2)c1	47	nt	-2	4	-1	-9	-3	i	2
COc1ccc(Br)cc1[C@H]1[C@@H]2C=CCC[C@@]2(C)C(=O)N1Cc1ccccc1	23	i	2	11	-3	1	0	i	-2
C[C@H]1CN([C@@H](C)CO)C(=O)c2cc(Br)cnc2O[C@H]1CN(C)C(=O)c1ccc2c(c1)OCO2	-7	i	-1	-6	4	-3	-2	i	0
CCOC(=O)C1(Cc2ccccc2)CCN(Cc2nccn2CC)CC1	-2	i	-5	1	-14	-1	3	i	6
O=C(O)c1cc(S(=O)(=O)N2CCCCC2)ccc1N1CCCCC1	-7	i	-3	-5	4	0	2	i	-2
COc1cc2ccccc2cc1C(=O)Nc1ccc(S(=O)(=O)Nc2cc(C)on2)cc1	-1	i	9	-11	5	0	-1	i	0
O=C(NC1=NCCS1)c1cccc(OC(F)F)c1	-4	i	0	-12	12	6	2	i	-6

Single records, from the list above. Values in the order: FAS TE block | Neddyl block | MT1-MMP act inh | MLLE-PAM2 inh | SKN-1 inh | CSN inh | Rin1 Abl inh | Rpn11 block | NadD block
`Cc1nn(-c2ccccc2)c2nc(Cl)c(C(=O)O)cc12` in the list: -7 | nt | -2 | 7 | 2 | 1 | 1 | i | 4
`COc1ccc(-c2cc(C(=O)N3CCCC3)no2)cc1` in the list: -3 | i | -5 | 7 | 3 | 7 | 2 | i | -16
`CC1(C)O[C@@H]2[C@H](O1)[C@@H](COS(=O)(=O)O)O[C@H]2n1cnc2c(=O)[nH]cnc21` in the list: -12 | i | 0 | 8 | 11 | -4 | 1 | i | 0
`COc1c(N)c2ccccc2[nH]c1=O` in the list: -11 | i | 4 | 27 | -8 | -2 | -3 | i | -3
`CC(=O)c1cccc(NC(=O)NC(C)c2ccc3c(c2)OCO3)c1` (stereo not given) in the list: 9 | i | -3 | -7 | 14 | 0 | -2 | i | -1

Source: PubChem BioAssay (several laboratories)

Hits appear at their usual frequency; any-hit rate near 3.9%.
